# Compound activity deposited in PubChem by National Center for Advancing Translational Sciences (NCATS).
# POLI inh: blocks human DNA polymerase iota activity | Q9UNA4 | Pol iota fluorescent replication assay, 10 min | Potency, µM (series often up to 115 µM), inactives show at the highest dose activity, negative = inhibition, usual class: inhibitors | actives 1% (n = 390,000) | AID 588590; also: potency is read from the fitted curve at half-maximal effect
#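 Fluorescent replication assay read twice, at 0 min and 10 min after adding 50 nM (final) substrate. Enzyme (10 nM) and compounds were first incubated 15 min at room temperature; enzyme-free buffer wells were negative controls.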
# BLM inh: Bloom syndrome helicase (human) inhibition; actives 0.2% (n = 350,000); recombinant BLM DNA unwinding, fluorescence dequenching; Potency, µM (titrated, usually from 56.1 µM), inactives show at the top dose activity change, negative = inhibition, usual class: inhibitors;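 also: potency is read from the fitted curve at half-maximal effect; plate controls were vehicle for no effect and no enzyme for full effect; nearly all actives have a fitted effect of over 35% in size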
# Target sequence (P54132 whole entry, looked up): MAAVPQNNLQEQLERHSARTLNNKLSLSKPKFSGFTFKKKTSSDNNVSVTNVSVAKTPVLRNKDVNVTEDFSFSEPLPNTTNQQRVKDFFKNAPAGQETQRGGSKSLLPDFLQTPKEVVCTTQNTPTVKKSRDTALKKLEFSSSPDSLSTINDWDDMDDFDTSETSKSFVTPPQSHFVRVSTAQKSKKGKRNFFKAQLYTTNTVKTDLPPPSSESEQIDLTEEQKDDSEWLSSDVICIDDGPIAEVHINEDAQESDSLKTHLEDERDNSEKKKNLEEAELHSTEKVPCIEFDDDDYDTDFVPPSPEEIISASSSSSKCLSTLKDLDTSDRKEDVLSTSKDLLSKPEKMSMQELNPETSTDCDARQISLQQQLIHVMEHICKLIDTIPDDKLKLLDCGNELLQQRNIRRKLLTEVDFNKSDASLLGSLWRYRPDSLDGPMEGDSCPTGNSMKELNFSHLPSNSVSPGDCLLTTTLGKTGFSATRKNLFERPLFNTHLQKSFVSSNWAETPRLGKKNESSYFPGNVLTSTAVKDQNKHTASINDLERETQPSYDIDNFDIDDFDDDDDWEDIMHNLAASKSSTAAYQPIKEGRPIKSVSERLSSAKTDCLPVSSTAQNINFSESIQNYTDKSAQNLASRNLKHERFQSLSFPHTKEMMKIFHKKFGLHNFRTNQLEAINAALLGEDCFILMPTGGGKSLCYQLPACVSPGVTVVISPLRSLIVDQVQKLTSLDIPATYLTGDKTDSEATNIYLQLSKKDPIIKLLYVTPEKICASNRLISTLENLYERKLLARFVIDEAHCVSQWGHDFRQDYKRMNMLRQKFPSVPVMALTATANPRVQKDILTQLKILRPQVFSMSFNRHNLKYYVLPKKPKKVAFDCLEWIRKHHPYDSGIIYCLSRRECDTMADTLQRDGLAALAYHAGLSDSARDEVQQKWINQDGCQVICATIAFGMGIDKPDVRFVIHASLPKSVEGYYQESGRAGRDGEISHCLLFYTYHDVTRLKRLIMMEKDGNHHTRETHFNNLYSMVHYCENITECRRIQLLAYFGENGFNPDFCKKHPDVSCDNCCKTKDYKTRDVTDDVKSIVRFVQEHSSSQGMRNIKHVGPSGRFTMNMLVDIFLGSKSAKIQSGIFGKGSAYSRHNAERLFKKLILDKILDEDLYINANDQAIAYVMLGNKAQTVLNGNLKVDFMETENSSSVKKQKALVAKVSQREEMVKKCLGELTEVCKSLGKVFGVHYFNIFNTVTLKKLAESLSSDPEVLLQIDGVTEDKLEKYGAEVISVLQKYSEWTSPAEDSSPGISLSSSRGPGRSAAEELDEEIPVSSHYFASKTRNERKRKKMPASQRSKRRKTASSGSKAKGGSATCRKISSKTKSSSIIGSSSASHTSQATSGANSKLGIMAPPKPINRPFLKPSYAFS
# Apoferritin bind: candidate novel general anesthetic via apoferritin binding; actives 0.074% (n = 350,000); apoferritin/1-aminoanthracene competitive binding, fluorescence; P02791; Potency, µM (titrated, usually from 77.5 µM), for inactives: at the highest dose activity change, negative = displacement, actives largely listed as inhibitors; also: potency is read from the fitted curve at half-maximal effect; % is scaled to controls: 0 for no effect and ±100 for the full control effect; nearly all actives have a fitted effect of over 20% in size
#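 Concentration-response curves derived by four-parameter Hill fitting of normalized fluorescence, where compounds displaced 1-AMA from 10 uM horse apoferritin following a brief 10 min room-temperature incubation; propofol titration acted as positive control.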
# APE1 inh: APE1 (human) endonuclease inhibition; P27695; recombinant APE1, TAMRA/BHQ-2 abasic DNA cleavage fluorescence; Potency, µM (top dose mostly 65.8 µM), for inactives: at the top dose activity change, negative = inhibition, hits mostly inhibitors; actives 0.35% (n = 350,000); AID 2517;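 also: potency is read from the fitted curve at half-maximal effect; plate controls were vehicle for no effect and reference inhibitor for full effect; nearly all actives have a fitted effect of over 55% in size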
#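 0.75 nM APE1 + cpd, 15 min RT; start w/ 50 nM TAMRA/BHQ-2 THF-abasic dsDNA; kinetic fluor 525/598 nm ×3 reads @60 s; Δ(read3−read1); normalized to DMSO and NSC13755 control wells.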
# LDHA inh: blocks human lactate dehydrogenase A. actives 0.15% (n = 480,000). P00338. purified LDHA, NADH/diaphorase-resazurin fluorescence; hits give low values. AID 1347041. activity change, % (values are at about 110 or 230 µM); in the data active = activity change below about -30%; inconclusive = mostly about -25% to -30%;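 also: plate controls were DMSO wells for no effect and wells without enzyme for full effect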
#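 LDH5 2 nM; NADH 0.06 mM, pyruvate 0.2 mM; 200 mM Tris pH 7.4, EDTA, Tween-20; 5 min RT. Detection: diaphorase 0.133 mg/mL + resazurin 37 µM, fluorescence ex540/em590 at 0 and 20 min; normalized to enzyme-free and DMSO wells.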
# GRP78 ERSR act: inducers of ER stress response in human glioma cells. U87-MG GRP78 promoter luciferase reporter, 16 h. Potency, µM, for inactives: at the top dose activation, hits mostly activators. actives 0.02% (n = 420,000). AID 602332; also: potency is read from the fitted curve at half-maximal effect; series mostly up to about 76 µM; % of control where 0% means no effect; nearly all actives have a fitted effect of over 35% in size
#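 ERSR induction read as luciferase luminescence (Bright-Glo, 10 min at room temperature) in stably transfected human U87-MG glioma cells exposed to compounds for 16 h, using GRP78 as sensor.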
# Pol kappa inh: DNA polymerase kappa (human) inhibition | AID 588579 | actives 0.53% (n = 400,000) | Q9UBT6 | purified Pol kappa, fluorescent DNA synthesis assay, 10 min | Potency, µM (series often up to 107 µM), for the others: top-dose activity, negative = inhibition, most hits filed as inhibitors; also: potency is read from the fitted curve at half-maximal effect; % is scaled to controls: 0 for no effect and ±100 for the full control effect
#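 Pol kappa 10 nM + cpd, 15 min RT; start w/ substrate 50 nM final; fluorescence kinetic read, 0 and 10 min. Neg ctrl: buffer, no enzyme.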
# Pol beta inh: DNA polymerase beta (human) inhibition; P06746; Potency, µM (series often up to 114 µM), without a hit: at the top dose activity change, negative = inhibition, actives largely listed as inhibitors; actives 1.3% (n = 340,000); Pol beta primer extension/strand displacement, fluorescence kinetic; also: potency is read from the fitted curve at half-maximal effect; % is scaled to controls: 0 for no effect and ±100 for the full control effect
#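 Human Pol beta at 10 nM; strand-displacement substrate 50 nM final. Compound exposure 15 min at room temperature before start, reaction 10 min at room temperature.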
# POLH inh: inhibitors of human DNA polymerase eta | Q9Y253 | recombinant Pol eta, fluorescent DNA replication assay | Potency, µM (titrated, usually from 114 µM), inactives show at the highest dose activity change, negative = inhibition, actives largely listed as inhibitors | actives 1.2% (n = 390,000); also: potency is read from the fitted curve at half-maximal effect; % is scaled to controls: 0 for no effect and ±100 for the full control effect
#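 Fluorescent replication assay: 50 nM final substrate added after a 15 min room-temperature compound preincubation with 10 nM enzyme. Signal taken at 0 min and again at 10 min.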
# Starred values were filed as active, the others as inactive; u = inconclusive; x = not tested or not shown; & = joins results of further samples; [ ] = dose if it differs, or a comment. Unless noted, calls follow the shape of the dose curve; as a rule, active = well fitted curve in the direction sought with a large enough effect; inconclusive = small, poorly fitted or top-dose-only effect, or another doubt; inactive = no such curve, though single readings can be large; an effect the other way counts as inactive or inconclusive. These rows are one share of the data; rates above refer to the full screens.
# Values run as follows: POLI inh | BLM inh | Apoferritin bind | APE1 inh | LDHA inh | GRP78 ERSR act | Pol kappa inh | Pol beta inh | POLH inh
1) CCCNC(=O)C(CC)NC(=O)c1cccc([N+](=O)[O-])c1 (stereo unspecified)
→ -9% | x | x | -17% | -11 | -1% | -16% | x | -1%
2) CCc1ccc(OCC(=O)NNC(=O)Cc2c(F)cccc2Cl)cc1
→ u | x | x | -8% | -15 | -3% | -1% | x | -7%
3) Cc1ccc(C(=O)NNC(=S)NC(=O)c2ccccc2)cc1
→ 146%[activator] | x | x | x | -3 | u | -10% | x | 4%
4) CC(C)c1ccc(NC(=O)c2cc(Br)ccc2Br)cc1
→ -1% | -4% | -1% | 4% | -7 | -1% | -10% | u | -11%
5) O=C(Nc1ccc(Cl)c(S(=O)(=O)N2CCOCC2)c1)c1cn2ccccc2n1
→ 66%[activator] | -1% | -2% | -1% | -1 | -8% | 2% | 5% | -7%
6) CCN1C(=O)[C@H]2[C@H]3[C@H](O)[C@H](O)C/C(=N/NC(=O)OCc4ccccc4)[C@@H]3CC[C@@H]2C1=O
→ x | 2%[12.4 µM] | -5%[15.3 µM] | 6%[12.4 µM] | x | -2% | x | x | x
7) CCN(CC)c1ccc(NC(=O)c2ccc(Br)o2)cc1
→ 38%[activator] | -2% | u | -2% | 4 | 7% | -12% | u | -22%
8) O=C(CSc1nnc(-c2ccc(Cl)cc2)n1-c1ccc(Cl)cc1)N/N=C/c1ccco1
→ 0% | 0% | -5% | -4% | -2 | -2% | -19% | 20% | -17%
9) O=c1c(-c2cc(F)cc(F)c2)nc2cnc(N3CCOCC3)nc2n1Cc1cccs1
→ x | -1% | x | 0% | x | 1% | 1%[60.1 µM] | x | x
10) CC(OC(=O)c1ccco1)C(=O)NC1CCCC1 (stereo unspecified)
→ 31%[activator] | 0% | 5% | -8% | -4 | -1% | -6% | 38% | -16%

# Screen by screen, quoted from above.
# Nos. 2–8 in Pol kappa inh: -1%, -10%, -10%, 2%, x, -12%, -19%

# Additional structures:
# Values run as follows: POLI inh | BLM inh | Apoferritin bind | APE1 inh | LDHA inh | GRP78 ERSR act | Pol kappa inh | Pol beta inh | POLH inh
11) CC1(NC(=O)CCNC(=O)c2ccc(C(C)(C)C)cc2)CCS(=O)(=O)C1 (stereo unspecified)
→ 31% | x | x | -12% | -1 | -3% | -5% | x | -11%
12) COc1ccc(C(=O)NCC(=O)N2CCN(C(=O)c3ccco3)CC2)cc1[N+](=O)[O-]
→ -2% | x | x | 17% | -3 | -2% | 8% | x | -13%
13) CCc1nnc(NS(=O)(=O)c2ccc(NC(=O)C(c3ccccc3)c3ccccc3)cc2)s1
→ 15% | x | x | x | -6 | -2% | -17% | x | -2%
14) COc1ccccc1-c1c(C)oc2c(CN3CCCCC3C)c(O)ccc2c1=O (stereo unspecified)
→ 107%[activator] | 0% | 4% | 18% | -2 | 1% | 5% | 3% | -17%
15) COc1ccc(C(=O)COC(=O)CCN2C(=O)C3C4CC(C(Br)C4Br)C3C2=O)cc1 (stereo unspecified)
→ -4% | -9% | u | -5% | -3 | -4% | 5% | 13% | -12%
16) C/C(=N\N=C\c1ccc(N(C)C)cc1)c1cccc([N+](=O)[O-])c1
→ -3% | -2% | 0% | 28% | -6 | 0% | -7% | 10% | -8%
17) CCOC(=O)c1nn(-c2ccc(OCC)cc2)c2nc(CC(C)C)c(C#N)c(=O)n12
→ 7% | -2% | -4% | 5% | -1 | -4% | -14% | 4% | -14%
18) CC1CCCC(C)N1CC(O)COc1c(F)cc(Br)cc1F (stereo unspecified)
→ 22% | 0% | -4% | 14% | 0 | 3% | 1% | -12% | -18%
19) CC(=NO)c1ccc2c(c1)Cc1cc([N+](=O)[O-])ccc1-2
→ -5% | x | x | x | 11 | 5% | -13% | x | u
20) Cn1c(Cn2c(=O)sc3ccccc32)nnc1SCc1cccnc1
→ 33% | 5% | -3% | -1% | -8 | -5% | -4% | 33%[activator] | -17%

# Values run as follows: POLI inh | BLM inh | Apoferritin bind | APE1 inh | LDHA inh | GRP78 ERSR act | Pol kappa inh | Pol beta inh | POLH inh
21) C[C@H](NC(=O)OC(C)(C)C)c1nnc(SCC(=O)c2ccc(Cl)cc2)o1
→ 3% | -4% | u | -8% | -2 | -6% | -2% | 13% | 4%
22) O=C(Nc1nc(-c2cccnc2)cs1)c1ccccc1Cl
→ 76%[activator] | 6% | -6% | 0% | -4 | 12% | -9% | 3% | -14%
23) O=C(c1cc2cc(Cl)ccc2[nH]1)N1CCCCC1
→ 19% | 1% | -3% | -1% | -9&2 | 2% | -16% | 9% | -1%
24) O=C(O)C1C2C=CC(C2)C1C(=O)NCc1cccc(Cl)c1 (stereo unspecified)
→ 105%[activator] | -10% | u | -6% | -4 | -2% | -7% | 16% | -18%
25) O=C(NCc1ccccc1Br)C1CCCO1 (stereo unspecified)
→ 18% | -4% | -7% | -3% | -3 | -1% | 6% | 15% | -7%
26) COc1ccc(OC)c(CN(CCN2CCOCC2)C(=O)Nc2cccc(Cl)c2)c1
→ 3% | -2% | -7% | -6% | 2 | -5% | 0% | 19% | -18%
27) Brc1cccc(-c2nnc(SCc3ccon3)n2-c2ccccc2)c1
→ -12% | -3% | -16% | 1% | 0 | -5% | -27% | -2% | -9%
28) CC(C)CNc1nc(Oc2ccc(=O)[nH]n2)nc(N(C)C)n1
→ 15% | -15% | -13% | -3% | -5 | -5% | -18% | 13% | -3%
29) C/C=C/c1ccc(OCCN2C(=O)NC(C)(C)C2=O)c(OC)c1
→ -1% | 3% | -11% | 1% | -2 | -1% | -4%[60.1 µM] | 14% | 16%
30) CCN(Cc1ccc(OC)c(F)c1)C(C)C(=O)Nc1ccc(S(=O)(=O)N2CCCC2)cc1 (stereo unspecified)
→ 6% | x | x | -2% | -1 | -2% | -14% | x | -7%

entry | SMILES | POLI inh | BLM inh | Apoferritin bind | APE1 inh | LDHA inh | GRP78 ERSR act | Pol kappa inh | Pol beta inh | POLH inh
31 | Cc1ccc(C2C3=C(CC(C)(C)CC3=O)NC3=C2C(=O)c2ccccc23)cc1 (stereo unspecified) | -7% | -11% | -15% | -3% | 2&0 | 2% | -2% | -11% | -21%
32 | CCN(CC)S(=O)(=O)c1cc(NS(=O)(=O)c2cccc(Cl)c2Cl)ccc1C | -4% | -10% | u | -2% | -4 | -4% | -20% | -30% | -16%
33 | O=C(NCc1ccccc1)N(Cc1cc2cc3c(cc2[nH]c1=O)OCCO3)CC1CCCO1 (stereo unspecified) | 10% | 3% | -13% | 0% | -1 | -6% | 4% | 22% | 4%
34 | O=C(Cn1cnnn1)OCC(=O)c1ccc(Cl)s1 | u | -13% | -22% | -9% | 0 | 1% | u | 22µM* | 14µM*
35 | COc1ccc(OC)c(NC(=O)CCn2cccc2)c1 | 11% | 0% | 3% | -1% | -8 | -3% | 2% | 43% | -14%
36 | O=C(COC(=O)CCCN1C(=O)c2ccccc2C1=O)Nc1cc(Cl)cc(Cl)c1 | 16% | -2% | -23% | -1% | -2 | -6% | -8% | 0% | -26%
37 | COc1cccc(C(=O)NCCS(=O)(=O)NCCc2ccccc2)c1 | 23% | x | x | -3% | -8 | 1% | 1% | x | 1%
38 | CCOc1ccc(/C(CC)=N/NC(=O)C2(C)CC2(Br)Br)cc1 (stereo unspecified) | -16% | 1% | 1% | 10% | 1 | 0% | -6% | 0% | -19%
39 | CC(=O)N1CCN(S(=O)(=O)c2cccc(C(=O)N(C)Cc3ccc(C)o3)c2)CC1 | 32%[activator] | x | x | 5% | -6 | -4% | -4% | x | -17%
40 | S=c1[nH]nc(Cc2cccs2)n1-c1ccccc1Cl | -21% | -3% | -9% | 1% | -4 | -2% | -7% | 17% | -2%
41 | O=C(NCCCO)c1ccc(CSc2nc3ccccc3[nH]2)cc1 | -4% | -1% | -11% | 10% | -5 | 2% | -4% | -1% | -16%

# Of the compounds above, 8 have an aryl methoxy group:
entry | SMILES | POLI inh | BLM inh | Apoferritin bind | APE1 inh | LDHA inh | GRP78 ERSR act | Pol kappa inh | Pol beta inh | POLH inh
12 | COc1ccc(C(=O)NCC(=O)N2CCN(C(=O)c3ccco3)CC2)cc1[N+](=O)[O-] | -2% | x | x | 17% | -3 | -2% | 8% | x | -13%
14 | COc1ccccc1-c1c(C)oc2c(CN3CCCCC3C)c(O)ccc2c1=O (stereo unspecified) | 107%[activator] | 0% | 4% | 18% | -2 | 1% | 5% | 3% | -17%
15 | COc1ccc(C(=O)COC(=O)CCN2C(=O)C3C4CC(C(Br)C4Br)C3C2=O)cc1 (stereo unspecified) | -4% | -9% | u | -5% | -3 | -4% | 5% | 13% | -12%
26 | COc1ccc(OC)c(CN(CCN2CCOCC2)C(=O)Nc2cccc(Cl)c2)c1 | 3% | -2% | -7% | -6% | 2 | -5% | 0% | 19% | -18%
29 | C/C=C/c1ccc(OCCN2C(=O)NC(C)(C)C2=O)c(OC)c1 | -1% | 3% | -11% | 1% | -2 | -1% | -4%[60.1 µM] | 14% | 16%
30 | CCN(Cc1ccc(OC)c(F)c1)C(C)C(=O)Nc1ccc(S(=O)(=O)N2CCCC2)cc1 (stereo unspecified) | 6% | x | x | -2% | -1 | -2% | -14% | x | -7%
35 | COc1ccc(OC)c(NC(=O)CCn2cccc2)c1 | 11% | 0% | 3% | -1% | -8 | -3% | 2% | 43% | -14%
37 | COc1cccc(C(=O)NCCS(=O)(=O)NCCc2ccccc2)c1 | 23% | x | x | -3% | -8 | 1% | 1% | x | 1%
